Ecoli viability: E. coli V3065 growth inhibition, primary screen, counter-screen for AddAB inhibitor project, absorbance, OD600 | 18 h | inhibition, % at 11.9 µM | hit rate 0.27% among 330,000 | AID 449728, 2010;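 active = inhibition above the campaign's mean inhibition across all tested compounds plus 3 SD, cut at about 9.9% in these data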;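 note: uninfected addAB+ strain grown without phage in ampicillin broth; 0% = DMSO wells and 100% = ciprofloxacin 0.95 µg/ml wells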
CAL PDZ FP-1: CAL PDZ peptide-binding inhibitors, primary screen, biochemical, fluorescence polarization, Cer-tagged CAL PDZ, HTS. Golgi-associated PDZ and coiled-coil motif-containing protein (Homo sapiens), Q9HD26. purified CAL PDZ, TMR-peptide fluorescence polarization, 1 h. inhibition, % at 20 µM. hit rate 0.02% among 330,000. AID 504414, 2011;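 active = highest replicate inhibition of at least 40%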;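 note: plate controls were DMSO neutral control wells for no effect and unlabeled competitor peptide control wells for full effect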
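material = purified tagged CAL PDZ domain construct (CerCALP) | compound dosing = 20 µM, one dose | times = 1 h at RT | measured by = fluorescence polarization from S- and P-plane intensities, G-factor corrected | read-out = inhibition from polarization loss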
phage Ecoli inh: growth loss of phage-infected E. coli, primary screen, RecBCD inhibitor project, absorbance, with phage, HTS; inhibition, % at 11.9 µM; hit rate 0.26% among 360,000; in the data active = inhibition above about 11%
SR-BI HDL uptake: inhibitors of SR-BI mediated HDL lipid uptake, primary screen, ldlA[mSR-BI] cells, fluorescence, single point. Scavenger receptor class B member 1 (Mus musculus), Q61009. ldlA[mSR-BI] CHO cells, DiI-HDL uptake fluorescence, 3 h. inhibition, % at 12.5 µM. hit rate 0.96% among 320,000. AID 488896, 2010;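 active = mean replicate inhibition of at least 70% and a set share of replicates each scoring 70 or more; inconclusive = meets just one of the two criteria; inactive = fails both criteria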;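 note: 0% = median of neutral control wells and 100% = median of positive control wells; values of inactives mirror those of a sister screen read the other way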
Target sequence (Q61009 whole entry, looked up): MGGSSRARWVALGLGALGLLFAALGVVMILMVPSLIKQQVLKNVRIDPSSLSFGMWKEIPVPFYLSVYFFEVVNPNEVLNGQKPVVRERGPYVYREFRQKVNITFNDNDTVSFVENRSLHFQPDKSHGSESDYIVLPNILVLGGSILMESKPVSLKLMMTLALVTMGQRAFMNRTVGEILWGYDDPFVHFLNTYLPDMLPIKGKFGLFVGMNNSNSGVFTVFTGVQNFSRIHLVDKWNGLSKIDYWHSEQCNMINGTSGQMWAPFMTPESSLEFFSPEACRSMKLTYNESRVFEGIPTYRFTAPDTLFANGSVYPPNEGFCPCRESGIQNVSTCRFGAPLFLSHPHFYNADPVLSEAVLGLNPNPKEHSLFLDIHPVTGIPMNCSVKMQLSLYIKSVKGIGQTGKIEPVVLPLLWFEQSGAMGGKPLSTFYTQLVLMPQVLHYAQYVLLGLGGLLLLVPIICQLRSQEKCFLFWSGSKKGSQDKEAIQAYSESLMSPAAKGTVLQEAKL
MITF act: activators of MITF-driven TRPM1 promoter reporter, primary screen, cell-based, SK-MEL-5, luciferase, single point; activation, % at 12.5 µM; hit rate 0.75% among 300,000; AID 588334, 2011; SK-MEL-5 TRPM1-promoter luciferase, 24 h; % of positive control, neutral wells = 0;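 active = mean activation of at least 80% with every replicate also reaching 80%; inconclusive = mean reaches 80% but some replicate falls short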;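 note: 0% = neutral control wells and 100% = parthenolide positive control wells; values of inactives mirror those of a sister screen read the other way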
AddAB inh: growth inhibition of E. coli expressing H. pylori AddAB, primary screen, AddAB inhibitor project, absorbance | AID 435030, 2010 | inhibition, % at 11.9 µM | hit rate 0.29% among 330,000; in the data active = inhibition above about 12%;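 note: 0% = vehicle wells of infected cells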
Tat export inh: E. coli Tat export inhibitors, primary screen, MC4100, TorA-mCherry reporter, fluorescence, single point; inhibition, % at 10 µM; hit rate 0.036% among 340,000;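 active = mean replicate inhibition at least 50% and at least half of replicates individually reaching 50%; inconclusive = only one of the two criteria met; inactive = neither criterion met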;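 note: exported cargo escapes ClpAP degradation while cytoplasmic cargo is degraded and loses fluorescence; 0% = median of neutral control wells and 100% = median of NaSCN control wells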
Wnt bcat act: Wnt/beta-catenin pathway activators, primary screen, cell-based, plate reader, single point. Wnt/beta-catenin reporter cell assay, activator. activation, % at 9.35 µM. hit rate 1.2% among 300,000; in the data active = activation above about 30%, passing the limit was not always enough; inconclusive = no clear call, values can overlap the other calls;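 note: 0% = neutral control wells and 100% = positive control wells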
CAL PDZ FP-2: untagged CAL PDZ binding inhibitors, primary screen, biochemical, fluorescence polarization, HTS; purified CAL PDZ, TMR-peptide fluorescence polarization, 1 h; inhibition, % at 24.9 µM; hit rate 0.92% among 300,000; AID 602252, 2012;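 active = mean inhibition of at least 30% with at least half of replicates also reaching 30%; inconclusive = no clear call, values can overlap the other calls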;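 note: 0% = DMSO neutral control and 100% = excess unlabeled competitor peptide PRC23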
SR-BI uptake up: activators of SR-BI mediated DiI-HDL uptake, primary screen, ldlA[mSR-BI] CHO cells, DiI fluorescence. hit rate 0.096% among 320,000. 3 h; 100 = double the neutral-control signal. activation, % at 12.5 µM. AID 504775, 2011;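 active = mean replicate activation of at least 60% and every replicate at or above 60%; inconclusive = mean or all-replicate condition met, but not both; inactive = mean below 60% and not all replicates reaching 60%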;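 note: 0% = median plate neutral-control signal and 100% = twice that signal; values of inactives mirror those of a sister screen read the other way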
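Test system: SR-BI-overexpressing, LDLR-lacking CHO cells; Also added: labelled HDL, 10 µg/mL; Measured by: bottom-read cell fluorescence after medium removal, ex 550/em 595 nm; Timing: 3 h uptake period with compound, 37 °C; Buffer or medium: F12, 0.5% BSA, 25 mM HEPES; Doses: single compound concentration, delivered by pin transfer.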
Active calls of the source: *; ? = inconclusive; . = no result given.

#	smiles	Ecoli viability	CAL PDZ FP-1	phage Ecoli inh	SR-BI HDL uptake	MITF act	AddAB inh	Tat export inh	Wnt bcat act	CAL PDZ FP-2	SR-BI uptake up
1	CCOc1ccccc1NC(=O)C(NCCN(C)C)c1ccccc1 (centres undefined)	-4.2	0.1	-3.3	.	11.3	0.5	-2.7	0.1	2.6	.
2	COc1cccc(CNC(=O)CS(=O)(=O)Cc2nc(-c3ccc(C)cc3)oc2C)c1OC	-0.6	0.0	-1.3	28.5	.	0.9	6.6	-0.1	-3.0	-28.6
3	O=S1(=O)CCO[C@H]2Cc3ccccc3[C@H]2N1Cc1ccc(Cl)cc1	0.0	0.6	2.9	-8.1	2.4	6.0	-1.2	-4.6	-2.2	8.1
4	CCN1CCc2c(sc(NC(=O)c3ccc(S(=O)(=O)N4CCOCC4)cc3)c2C(=O)OC)C1	-1.6	-3.8	1.1	-6.3	-4.2	2.3	11.4	.	-4.7	6.3
5	COc1ccc(/C=C/C(=O)NC(=S)Nc2ccc(S(N)(=O)=O)cc2)cc1	-3.3	-1.7	1.5	14.6	-3.1	-1.0	-3.2	-2.7	-2.1	-14.6
6	Nc1nonc1C(=Nc1ccc(Br)cc1)NO	-2.4	3.0	1.9	.	.	-3.2	2.1	-3.2	-1.5	.
7	O=C(NCc1ccc(F)cc1)c1cc2ccccc2o1	-0.3	-3.0	2.3	3.0	0.6	3.7	-2.7	0.1	-3.9	-3.0
8	Cc1ccccc1NC(=O)Cc1nc(COC(=O)CCNS(=O)(=O)c2ccccc2)cs1	1.1	-2.9	4.6	34.1	-20.4	1.0	2.1	-0.2	-2.5	-34.1
9	Cc1cccc(NC(=O)c2ccc(Cn3cc(C(F)(F)F)ccc3=O)cc2)c1	-0.6	-0.3	2.0	34.4	-9.9	-0.3	0.3	-9.0	-1.6	-34.4
10	Cc1noc(/C=C/c2ccco2)c1S(=O)(=O)N1CCC(C(=O)Nc2ccc(Cl)cn2)CC1	2.6	-0.2	1.7	29.2	-50.8	3.3	-0.6	.	-4.0	-29.2
11	CC(OC(=O)c1nc(Cl)ccc1Cl)C(=O)NC1CCCCC1C (centres undefined)	0.9	0.3	0.1	-7.6	2.9	2.5	-0.2	-3.2	.	7.6
12	CCOC(=O)c1cn(-c2c(C)n(C)n(-c3ccccc3)c2=O)c2c(F)c(F)c(F)cc2c1=O	-0.8	.	-0.7	.	.	2.3	.	0.1	.	.
13	O=C1OC(=O)c2cc([N+](=O)[O-])ccc21	-1.4	-0.8	1.8	8.7	0.9	1.0	1.3	-1.1	-1.4	-8.7
14	CCCC1=C(C(=O)OCC)C(c2cc(Cl)cc(OC)c2OCC(=O)OCC)NC(=O)N1 (centres undefined)	-1.6	-0.4	1.3	-7.1	2.6	1.1	-2.8	.	.	7.1
15	Cc1ccc(NC(=O)C2c3ccccc3Oc3ccccc32)nc1	0.2	-1.2	4.3	-55.3	12.7	4.4	-3.3	-1.4	4.6	55.3
16	COc1ccc2nc(C)cc(NCc3ccc(F)cc3)c2c1	-1.9	-3.9	1.6	0.5	8.9	1.1	3.4	-8.4	-6.0	-0.5
17	N/C(=N\OC(=O)CCCOc1ccccc1)c1cccc(Br)c1	-0.3	-1.0	0.1	6.5	-2.5	1.1	5.4	-0.1	6.0	-6.5
18	CSc1ccccc1NC(=O)CSc1nnc(COc2ccccc2)o1	-0.3	-1.2	1.2	.	-8.8	1.9	1.8	0.8	.	.
19	CCc1ccc(-c2csc3ncn(Cc4ccc(C(=O)O)cc4)c(=O)c23)cc1	1.8	-2.8	2.8	7.7	9.7	2.6	3.1	-8.9	3.8	-7.7
20	COc1ccc(/C=N/NC(=O)/C(=C/c2ccccc2)CCO)cc1	2.0	-0.8	4.3	32.2	-3.2	-0.3	-6.4	.	-2.1	-32.2
21	O=C(COC(=O)Cc1ccsc1)NC1CCCCCC1	-0.6	-0.3	3.8	.	-6.4	-0.2	-2.9	.	-2.4	.
22	CC(C)(C)c1csc(NC(=O)Cn2cnc3ccccc3c2=O)n1	0.4	.	3.4	3.6	-2.0	0.1	0.9	.	2.6	-3.6
23	CCNC(=O)CN1c2cccc3cccc(c23)S1(=O)=O	-0.1	-4.1	1.7	-36.4	-10.9	0.2	3.5	.	-2.5	36.4
24	Cn1c(SCC(=O)c2ccc(O)cc2O)nnc1-c1ccccc1	0.8	-1.2	2.1	.	4.1	0.7	3.3	-0.2	.	.
25	COC(=O)/C=C/C(=O)NCc1ccco1	0.8	-0.7	2.4	.	-0.8	2.4	-1.0	.	-1.3	.
26	O=C(N/N=C/c1ccc(Cl)c([N+](=O)[O-])c1)c1ccc2c(c1)OCCO2	.	-1.4	1.9	.	11.8	.	-2.0	3.2	-1.2	.
27	O=C(NCCCN1CCCC1=O)c1cccc(S(=O)(=O)Nc2ccccc2Cl)c1	3.7	-1.3	0.3	-2.9	-4.7	0.7	-1.4	-5.8	.	2.9
28	CC1CN(C(=O)c2cc3c(=O)n4ccccc4nc3s2)CC(C)O1 (centres undefined)	1.0	-2.5	4.2	8.5	-1.0	-0.7	-3.4	.	.	-8.5
29	COc1ccccc1CNC(=O)CCS(=O)(=O)c1cccs1	1.6	.	2.9	7.9	.	3.1	-7.6	7.8	-1.0	-7.9
30	CCOc1ccc(CN2CCN(Cc3cccn3-c3cccnc3)CC2CCO)cc1 (centres undefined)	-1.4	-0.6	3.2	-1.2	45.5	-0.7	-19.2	-5.3	78.0*	1.2
31	Cc1nn(C)c(C)c1/C=C/C(=O)c1cccs1	2.7	-1.0	1.6	-11.2	.	6.0	-6.8	39.1*	2.4	11.2
32	O=C(O)C1CSC(c2ccc(O)c([N+](=O)[O-])c2)N1 (centres undefined)	.	0.1	2.3	13.6	-9.8	.	-2.1	-2.2	1.7	-13.5
33	Cc1ccc(CSC2=NCCN2S(=O)(=O)c2ccc(F)cc2)cc1	-2.0	-2.4	1.8	-5.3	-5.5	-1.0	8.0	4.2	-4.7	5.3
34	COP(=O)(OC)c1nc(-c2ccc([N+](=O)[O-])cc2)oc1N1CCCCC1	-1.4	1.4	2.6	7.2	-1.2	-0.8	-7.0	-2.7	4.8	-7.2
35	COc1ccccc1N1CC=C(c2cccc([N+](=O)[O-])c2)NC1=O	0.8	-0.9	1.5	14.5	.	0.1	2.3	0.9	-2.1	-14.5
36	Cc1ccc(S(=O)(=O)NCCCCCC(=O)NC(C)(C)CO)cc1	1.7	-1.1	1.9	-0.3	5.5	2.7	-5.0	.	-1.6	0.3
37	CCCc1ccc(C(=O)NNc2cccc(C)c2)cc1	0.2	-0.8	-1.9	47.0	12.2	2.5	7.6	12.0	-2.6	-47.0
38	COCC(=O)NC1CCN(C(=O)Nc2ccc(Br)cc2)CC1	-1.0	-1.1	1.1	-8.2	-0.6	-0.2	2.0	-1.7	.	8.2
39	Cc1ccc(NS(=O)(=O)c2ccc3c(c2)NC(=O)CCS3)c(Br)c1	0.8	-3.0	2.4	-118.2	0.1	1.2	1.9	0.6	8.0	?
40	COc1ccc(/C=N/Nc2ncc(-c3ccccc3)cn2)c(OC)c1	-0.7	1.1	-0.6	22.9	-1.7	-0.1	4.6	.	-2.4	-22.9
41	O=C(Nc1cc(Br)ccc1O)c1cc(-c2ccccc2)on1	.	-0.4	-0.1	20.2	42.9	.	5.7	12.9	-2.9	-20.2
42	Nc1nc(SCc2ccccc2[N+](=O)[O-])c2ncn(Cc3ccccc3)c2n1	.	-1.4	3.0	9.5	-1.8	.	0.4	-4.2	-4.7	-9.5
43	NS(=O)(=O)c1ccc(NC(=S)NC2CCCCC2)cc1	0.0	-0.6	4.9	-3.1	-6.3	-0.5	2.5	-1.1	6.1	3.1
44	COc1ccc(CC(=O)Nc2ccc(S(=O)(=O)N3CCN(C)CC3)cc2)cc1	-2.3	-0.4	2.1	-41.8	5.4	2.4	-1.7	0.1	-4.8	41.8
45	Cc1ccccc1OCCN1C(=O)c2ccccc2C1=O	2.7	-3.1	0.0	-0.2	67.3	1.3	4.2	4.4	-2.5	0.2
46	CCn1cc(S(=O)(=O)N2CCN(Cc3ccc(F)cc3)CC2)cn1	-0.8	0.6	2.2	-16.1	-7.3	1.1	0.4	0.5	4.4	16.1
47	C#CC(C)(CC)NC(=O)c1cc2cccc(CC=C)c2oc1=O (centres undefined)	-0.2	-3.5	1.2	17.9	-0.5	0.5	?	4.6	-0.9	-17.9
48	CC(C)CNc1nc(=S)nc(N(C)C)[nH]1	1.7	0.3	3.5	-2.6	0.3	0.0	-2.4	-0.2	8.9	2.6
49	Cc1ccc2nc(-c3ccccc3)cc(C(=O)N3CCN(S(=O)(=O)c4c(C)noc4C)CC3)c2c1	0.7	1.0	0.5	34.7	9.2	-0.8	7.8	-2.5	.	-34.7
50	C=CCOc1ccc(CNn2cn[nH]c2=S)cc1	-0.5	-0.8	0.6	-3.2	4.3	2.3	-1.9	1.4	-1.6	3.2
51	O=C(NCC(O)CN1CCOCC1)c1ccc([N+](=O)[O-])cc1 (centres undefined)	-1.4	-1.1	4.5	-12.0	10.4	2.2	1.4	-0.9	0.5	12.0
52	COC(OC)c1ccnc(-c2ccc(OC(=O)c3cccs3)cc2)n1	1.1	-0.9	3.5	2.1	20.6	3.2	-0.9	-0.2	.	-2.1

Compound activity deposited in PubChem by several laboratories.

This is a random part of the collection. About 3.6% of those tested had a hit in this group.
